# Compound activity as filed in PubChem BioAssay.
# Ins promoter up: insulin promoter activators in MIN6 cells, imaging, high-content screening, mouse beta cells; 0.3% of 190,000 active; AID 1625, 2009; MIN6 insulin promoter-GFP reporter; active compounds read high; z-score at 5 µM;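 active means z-score above 3 at 5 µM with at least 500 cells counted in the well; inconclusive means wells under 500 cells, flagged as cytotoxic or low count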
# bCat nuc transl: modulators of beta-catenin nuclear translocation, primary screen, imaging, HeLa cells, immunofluorescence, high-content; nuclear translocation activity, % at 5 µM; 0.3% of 190,000 active;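 active means nuclear translocation activity above 50% at 5 µM, with a well cell count of 50 or more; inconclusive means wells under 50 cells across six images, flagged as toxic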;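 further: per-cell ratio of nuclear to cytoplasmic median beta-catenin stain intensity; plate controls were DMSO negative control for no effect and GSK-3 inhibitor IX positive control for full effect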
#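 Technique: fluorescence imaging of beta-catenin antibody stain plus DAPI / Material: human HeLa cell line / Incubation: compound treatment 24 h, 37°C, 5% CO2 / Read-out basis: % activation of per-cell nuclear versus cytoplasmic median beta-catenin signal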
# MT stabilizer: microtubule stabilizers in HeLa cells, primary screen, imaging, high-content imaging; HeLa tubulin immunostaining HCS, 24 h; share of cells brighter than vehicle mean+2SD; % tubulin-high responders, % at 10 µM; 0.83% of 200,000 active; AID 2205, 2009;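 active means plate Z-score above 3 for both tubulin-high and condensed-nucleus cell shares, with cell loss under 80%, at 10 µM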;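 further: anti alpha tubulin signal scored within the nucleus-defined area of each cell; some results filed as inactive read as strong as hits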
# Dynein cargo inh: inhibitors of GR-EGFP nuclear translocation, primary screen, dynein cargo transport inhibitor project, imaging, high-content, 3617.4 mouse cells; test concentration mostly 20 µM; stimulated with dexamethasone, 1 µM; active compounds read low; z-score, hits read low; 0.47% of 220,000 active; AID 1381, 2008;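 active means plate z-score of nuclear minus cytoplasmic receptor signal below a set negative limit, without overly bright fluorescence or cell loss, cut at about -3.5 in these data, passing the limit was not always enough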;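 further: z-score of nuclear minus cytoplasmic ring GR-EGFP intensity difference per well; some compounds called inactive have numbers as strong as hits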
#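 medium = tetracycline-free induction medium containing charcoal-stripped FBS | probe or stimulus = dexamethasone, 1.0 µM final | timing = 48 h induction, then 1 h compound, then 30 min agonist, 37 °C | detection = automated 10x imaging of fixed Hoechst-stained cells | read-out basis = nuclear versus cytoplasmic GR-EGFP signal, averaged per well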
# Lipid droplet: inhibitors of hepatocyte lipid droplet formation, primary screen, imaging, high-throughput imaging, BODIPY stain. AML12 mouse hepatocytes, oleate lipid droplets. inhibition, % at 6.5 µM. 0.4% of 240,000 active. AID 1656, 2009;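 active means lipid droplet intensity inhibited by at least 50%, with more than 500 cells counted; inconclusive means wells with under 300 cells, treated as cytotoxic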
#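 Assay system: AML12 hepatocytes (mouse); Probe or stimulus: oleic acid at 100 µM to induce lipid droplet formation; Dosing: compound at 6.5 µM only; Schedule: compound with oleate, overnight; Detection: fluorescence imaging, 20x objective, two fields per well; Measure: % inhibition of lipid droplet signal.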
# NOD2 inhibition: NOD2 signaling inhibitors, cell-based, luminescence, uHTS, HEK293 (AID 1566) | 0.63% of 290,000 active | inhibition, % at 4 µM; hits with a dose series show EC50 in µM | HEK293 NOD2/NF-kB luciferase reporter, luminescence; higher % means a stronger effect; in the data active means inhibition above about 50%; further: many of its hits are not listed in these tables
# Autophagy mod: autophagy modulators in MEF cells, primary screen, imaging, high-content, MEF GFP-LC3; MEF GFP-LC3 puncta imaging; test concentration mostly 10 µM; calls only at 10 µM (by protocol); 0.98% of 190,000 active; AID 463193, 2010;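 active means percentage of spot-positive cells more than 3 SD above its plate mean, without a fluorescence outlier flag or 80% toxicity; inconclusive means no clear call, values can overlap the other calls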;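 further: spot-positive cell cutoff set from DMSO-treated cells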
# WT yeast gro inh: growth inhibition of WT strain, primary screen, mitochondrial fusion inhibitor project, WT and mutant strains, chemical genetic; mitochondrial fusion phenotypic screen; inhibition, % at 10 µM; 2.1% of 190,000 active; AID 1362, 2008; in the data active means inhibition above about 58%; tested in S. cerevisiae
# Yfh1-off respiration: enhancers of respiration in Yfh1-depleted yeast, dose response, Friedreich's ataxia, plus single-dose screen (AID 1465); S. cerevisiae Yfh1-off respiration, WST-1 reduction, 72 h; higher fold induction means a stronger effect; one-dose fold induction at 50 µM; EC50 in µM for titrated hits; 0.074% of 220,000 active;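 active means fold induction of absorbance versus untreated yeast above a set limit, then at least 30% activation at any dose in follow-up; inconclusive means repeats straddling the limit, or above it without dose testing; inactive means fold induction below the set limit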;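 further: activators that raise dye reduction in frataxin-depleted yeast; strong numbers were not always called active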
# WT yeast gro inh mutant strain: further read-out of WT yeast gro inh, marked with its call; inhibition, %; mitochondrial fusion phenotypic screen, mutant strain inhibition
# Dynein cargo inh cytoplasmic EGFP: second read-out of Dynein cargo inh, no call of its own (marks repeat the call); z-score; measured here: cytoplasmic GR-EGFP intensity; active compounds read high
# Dynein cargo inh nuclear GR-EGFP: also measured in Dynein cargo inh; calls as there; z-score; measured here: nuclear GR-EGFP intensity;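 lower value marks the stronger effect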
# Dynein cargo inh cell count: second read-out of Dynein cargo inh, no call of its own (marks repeat the call); z-score; measured here: cell count per field
# Ins promoter up cell count: further read-out of Ins promoter up, marked with its call; cell count; measured here: cytotoxicity, nuclei count;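 total cells summed across four imaged fields per well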
# Lipid droplet cells 6.5 µM: further read-out of Lipid droplet, marked with its call; cell count; measured here: cell count, cytotoxicity flag;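 cells counted across two imaged fields per well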
# bCat nuc transl cell count 5 µM: recorded beside bCat nuc transl, whose call it bears; cell count; measured here: cell count, cytotoxicity flag
# MT stabilizer Hoechst-high %: second read-out of MT stabilizer, no call of its own (marks repeat the call); % Hoechst-high responders; measured here: nuclear condensation Hoechst responders;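 share of cells brighter than vehicle mean plus two SD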
# MT stabilizer cytotoxicity %: further read-out of MT stabilizer, marked with its call; toxicity, %; measured here: cytotoxicity by cell density;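 0% = mean cell density of plate MIN control wells and 100% = no cells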
# Autophagy mod cell loss 18 h: further read-out of Autophagy mod, marked with its call; toxicity, %; measured here: cell loss, nuclei count;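 cell loss after 18 h compound exposure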
# * = called active by the depositor; i = inactive; ? = inconclusive; . = no result given; + = active, no number. Some of the compounds tested, so the mix of outcomes need not match the whole.
SMILES,Ins promoter up,Ins promoter up cell count,bCat nuc transl,bCat nuc transl cell count 5 µM,MT stabilizer,MT stabilizer Hoechst-high %,MT stabilizer cytotoxicity %,Dynein cargo inh,Dynein cargo inh cytoplasmic EGFP,Dynein cargo inh nuclear GR-EGFP,Dynein cargo inh cell count,Lipid droplet,Lipid droplet cells 6.5 µM,NOD2 inhibition,Autophagy mod,Autophagy mod cell loss 18 h,WT yeast gro inh,WT yeast gro inh mutant strain,Yfh1-off respiration
COc1ccc(-c2cc(C(F)(F)F)n3nc(C(=O)NCc4ccco4)c(Cl)c3n2)cc1,1.18,1539,-1.6,1388,2.9,3.4,0.5,1.74,1.68,1.64,0.522,.,.,18.9%,i,-7.0,-5.2,-0.2,i
CC(C)(C)/C(Cn1cncn1)=N\OC(=O)Nc1ccc(Cl)cc1,-0.31,1259,.,.,2.5,2.5,8.9,-0.346,-0.313,0.542,0.53,1.6,687,-4.0%,i,4.4,-8.3,3.6,i
COCCn1nnnc1C(c1ccccn1)N1CCN(c2cccc(C)c2C)CC1 (stereo not drawn),.,.,.,.,3.9,1.7,2.6,0.0469,-0.21,0.0148,0.43,-5.9,691,7.1%,i,-6.8,12.2,1.5,i
O=C(/C=C/c1ccco1)N(Cc1cccc(Cl)c1)C1CCS(=O)(=O)C1 (stereo not drawn),0.82,1139,0.4,1266,.,.,.,1.12,-0.204,0.996,-1.08,2.5,668,-3.3%,.,.,.,.,i
COc1cccc(COc2ccc3c(C)c(Cc4ccccc4)c(=O)oc3c2)c1,.,.,.,.,3.5,1.8,7.3,-0.319,-0.205,-0.462,0.965,.,.,.,i,24.0,.,.,i
O=C(CSc1ccc2c(c1)OCCO2)NCCN1C(=O)CSC1=O,-0.27,1595,-2.0,1365,1.9,1.3,5.7,-0.368,-0.218,-0.283,0.719,.,.,-11.8%,i,5.8,-3.4,31.6,i
Cc1cc(C)n(-c2nc3sc4c(c3c(=O)[nH]2)CCCC4)n1,.,.,2.7,1068,2.0,1.4,1.4,0.433,-0.313,0.366,-0.124,0.7,791,-15.6%,+,19.5*,73.2*,65.4*,.
O=C(O)CCC(=O)Nc1ccc(S(=O)(=O)Nc2nccs2)cc1,.,.,-3.5,593,2.9,2.6,7.7,-0.193,-0.24,0.0915,0.516,10.8,726,9.3%,i,8.5,-8.4,8.5,i
Cc1ccc(-c2csnn2)cc1,-0.29,1408,0.3,1047,.,.,.,-1.02,-0.142,-0.525,1.29,2.9,759,6.5%,.,.,.,.,i
Cc1cccc(C2(c3cccc(C)c3)CC2C(=O)NCC2CCCO2)c1 (stereo not drawn),-0.05,1324,-2.6,581,3.1,1.2,1.8,-0.0932,-0.32,-0.403,0.516,-6.0,640,8.4%,i,2.9,-1.4,-5.3,i
CCOC(=O)c1c(C)[nH]c(C)c1C(=O)COC(=O)CNC(=O)C1CCCCC1,0.63,1126,6.3,1142,3.2,3.0,5.7,-0.27,-0.262,-0.108,-0.064,7.9,707,-4.8%,i,-7.6,-12.6,-14.8,i
Cc1cc(C)n(-c2ccc3cccc(NS(C)(=O)=O)c3n2)n1,-0.94,1385,-0.5,1374,1.7,0.9,6.4,-0.569,-0.327,-0.0163,0.0755,.,.,19.6%,i,8.9,-4.5,-19.3,i
Cn1c(=O)c2c(nc(NCc3ccco3)n2CCc2ccccc2)n(C)c1=O,?,.,-1.9,1147,2.5,3.7,7.9,-0.61,-0.0284,-0.0892,1.01,.,.,12.0%,i,5.6,6.5,0.7,i
CCC[N+]1(CC#CC2(O)CCCCC2)CCOCC1,.,.,-0.4,566,3.8,2.1,6.2,-1.18,-0.319,-0.75,0.743,-1.6,728,11.3%,i,10.8,-3.4,19.2,i
O=c1[nH]c(-c2ccccc2)c(-c2ccccc2)[nH]1,.,.,.,.,1.3,1.6,9.2,0.534,-0.181,0.785,-1.14,.,.,-9.7%,i,-2.0,5.5,12.2,i
O=C(NCCCN1CCOCC1)c1ccc(N2CCCC2)c([N+](=O)[O-])c1,-0.02,1127,1.2,1498,2.0,1.9,4.8,-0.672,-0.222,-0.507,0.302,-11.9,542,-0.8%,i,-6.4,-0.2,-1.5,i
C/C(=N\NC1=NCCN1)c1ccc(Cl)cc1,-0.4,972,1.4,1275,.,.,.,0.515,-0.264,0.203,0.865,-34.2,515,30.2%,.,.,.,.,i
Cc1ccc(CCN2C(=O)CCC2(C)C(=O)NC2CCCC2)cc1 (stereo not drawn),0.2,1406,0.8,557,3.8,1.5,3.3,-0.52,-0.243,0.347,0.199,13.8,764,-4.5%,i,-0.5,1.2,-7.7,.
CC1=CC(=O)[C@H]2C(C)(C)CCC[C@]2(C)[C@@]1(O)CO,0.83,1441,-0.5,1103,2.8,1.2,5.5,0.204,-0.213,0.276,0.295,-2.7,746,13.4%,i,-12.2,3.4,4.7,i
O=C(CN1CC(=O)Nc2ccccc21)NCCc1ccc(Cl)cc1Cl,.,.,1.5,579,1.4,2.8,7.7,-1.24,0.268,-0.591,0.864,-0.9,731,4.9%,i,2.6,14.2,12.6,i
COc1ccccc1N1CC(C)(C)C(=O)N(C(=O)c2c(F)cccc2Cl)C1=S,0.37,1067,-0.3,1286,.,.,.,-0.555,-0.275,-0.263,0.129,1.1,741,-13.0%,.,.,.,.,i
C=CCc1cc(Cl)ccc1OCCN1CC(C)OC(C)C1 (stereo not drawn),-0.71,1520,-0.3,1530,4.2,1.8,11.5,1.49,0.821,1.1,-0.873,-6.5,741,-22.8%,i,-5.5,35.1,44.8,i
O=C(COC(=O)c1ccccn1)Nc1ncc(C(F)(F)F)cc1Cl,1.81,1041,-0.9,837,3.3,1.9,3.4,2.24,-0.119,1.67,-1.25,.,.,13.4%,i,-2.7,-3.2,10.9,i
CCOc1cc(C(=O)Nc2ccccc2N2CCN(S(C)(=O)=O)CC2)cc(OCC)c1OCC,-0.47,1896,-1.2,1128,4.3,2.7,6.5,0.458,-0.161,0.0565,1.17,-4.1,659,13.0%,i,0.4,-4.7,-18.5,i
Cc1ccc(NC(=O)CCNS(=O)(=O)c2cccc3nsnc23)cc1,0,1239,-7.2,633,5.1,3.8,6.8,0.601,-0.109,1.68,-1.53,-50.3,700,7.0%,i,3.0,-1.8,-12.4,i
COc1ccc(S(=O)(=O)NCCc2nnc3ccc(SCC(=O)Nc4nc(C)cs4)nn23)cc1,1.23,1388,-1.8,550,2.2,2.6,2.6,-1.12,-0.269,-0.859,2.36,-0.4,664,16.6%,i,7.6,-17.0,-10.3,i
COc1ccc(CCN(Cc2cc3ccc(C)cc3[nH]c2=O)C(C)=O)cc1OC,-1.5,1057,-1.5,1325,.,.,.,-0.792,-0.123,0.0277,0.147,2.2,739,20.9%,.,.,.,.,i
O=[N+]([O-])c1ccccc1-c1cc(-c2cc(Cl)ccc2O)n[nH]1,-1,1286,1.8,1145,7.7,3.5,5.4,0.185,-0.256,0.215,0.26,-6.3,585,-35.2%,i,-12.1,69.8,77.1,i
CCOC(=O)C1=C(C)N(C)C(=S)N(C)C1c1ccc(OC)cc1 (stereo not drawn),-1,1260,-0.5,1069,1.4,1.7,11.1,1.37,-0.257,0.223,-0.425,24.3,669,0.5%,i,-13.3,14.8,24.8,i
CCCCN(C)C(=O)c1cn(CC)c2nc(C)ccc2c1=O,1.59,1305,-4.0,947,1.8,1.1,1.0,-0.937,-0.156,-0.346,0.901,.,.,4.9%,i,0.3,-12.1,-0.1,i
COc1cccc(NC(=O)CN(C)CC(=O)Nc2ccc(Cl)cc2[N+](=O)[O-])c1,-0.9,1187,1.7,989,2.0,3.1,6.9,0.985,-0.196,0.425,0.558,-5.3,723,30.5%,i,10.8,26.1,17.1,i
CN1CCc2c(sc3c2C(=O)NC(c2cccs2)N3)C1 (stereo not drawn),0.18,1882,2.2,1070,4.2,3.4,8.0,-0.00803,0.216,0.351,-0.877,-0.4,663,-3.0%,i,2.8,-8.7,1.0,i
CC(NC(=O)CC1SC(N)=NC1=O)c1ccccc1 (stereo not drawn),0.16,1475,0.2,1444,1.8,2.1,14.5,0.247,-0.289,-0.214,0.73,1.2,696,28.8%,i,-9.8,-16.7,-5.1,i

# Random excerpt: two records from the list.
SMILES,Ins promoter up,Ins promoter up cell count,bCat nuc transl,bCat nuc transl cell count 5 µM,MT stabilizer,MT stabilizer Hoechst-high %,MT stabilizer cytotoxicity %,Dynein cargo inh,Dynein cargo inh cytoplasmic EGFP,Dynein cargo inh nuclear GR-EGFP,Dynein cargo inh cell count,Lipid droplet,Lipid droplet cells 6.5 µM,NOD2 inhibition,Autophagy mod,Autophagy mod cell loss 18 h,WT yeast gro inh,WT yeast gro inh mutant strain,Yfh1-off respiration
CC1=CC(=O)[C@H]2C(C)(C)CCC[C@]2(C)[C@@]1(O)CO,0.83,1441,-0.5,1103,2.8,1.2,5.5,0.204,-0.213,0.276,0.295,-2.7,746,13.4%,i,-12.2,3.4,4.7,i
CC(NC(=O)CC1SC(N)=NC1=O)c1ccccc1 (stereo not drawn),0.16,1475,0.2,1444,1.8,2.1,14.5,0.247,-0.289,-0.214,0.73,1.2,696,28.8%,i,-9.8,-16.7,-5.1,i
